Polio RdRp inh: poliovirus RNA polymerase inhibition; P03300; % elongation, % (compound at 16.7 µg/mL); poliovirus polymerase elongation, fluorescence polarization; stronger effect = lower value; actives 0.66% (n = 150,000); in the data active means % elongation below about 90%; further: some results filed as inactive read as strong as hits
Target sequence (P03300 1749-2209 limits assumed): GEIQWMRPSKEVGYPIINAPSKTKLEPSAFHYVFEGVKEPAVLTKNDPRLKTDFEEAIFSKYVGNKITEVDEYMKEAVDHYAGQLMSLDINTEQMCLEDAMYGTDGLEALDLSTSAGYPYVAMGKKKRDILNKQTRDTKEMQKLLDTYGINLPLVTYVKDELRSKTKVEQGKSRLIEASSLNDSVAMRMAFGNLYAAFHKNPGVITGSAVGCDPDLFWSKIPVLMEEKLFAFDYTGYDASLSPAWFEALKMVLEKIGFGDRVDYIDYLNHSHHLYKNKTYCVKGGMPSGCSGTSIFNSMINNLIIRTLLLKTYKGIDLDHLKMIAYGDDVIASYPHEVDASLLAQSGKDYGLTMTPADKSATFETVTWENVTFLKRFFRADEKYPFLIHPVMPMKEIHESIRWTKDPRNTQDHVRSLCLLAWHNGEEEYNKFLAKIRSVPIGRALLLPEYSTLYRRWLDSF
Polio RdRp inh FP z-score: also measured in Polio RdRp inh; calls as there; z-score; measured here: FP z-score; hits read low
An asterisk follows results filed as active; & = joins results of further samples. An excerpt. The share of hits here may be higher or lower than overall.

The first 16 records as a preview:
SMILES	Polio RdRp inh	Polio RdRp inh FP z-score
Clc1ccc(-c2noc3ncnc(NC4CC4)c23)cc1	102	0.8
O=C(OCc1ccccc1)c1cccc(-c2nnc(-c3ccccc3)o2)c1	99	-0.1
CCOc1ccc(CCN=C(CC)C2=C(O)CCCC2=O)cc1OCC	113	1.6
CCOC(=O)C1CCN(C(=O)c2ccccc2NC(=O)c2nsc3ccccc23)CC1	103	-1
COc1ccc(CNS(=O)(=O)c2ccc(-c3cc(C)no3)cc2)cc1	104	1
N#CC1=C(N)OC2=C(C(=O)CCC2)C1c1cccnc1 (stereo not drawn)	101	0.4
O=C(c1ccco1)N1CCCSC1=Nc1ccccc1	102	-0.6
O=C(CSc1nc2ccccc2o1)NCCc1ccccc1	103	0.6
Cc1cc(C)c(NS(=O)(=O)c2ccc(-c3cnc(C4CC4)o3)cc2)c(C)c1	101	-1.3
CCOc1ccc(CCNC(=O)CCc2c(C)nc3cc(-c4ccccc4OC)nn3c2C)cc1	112	1.3
COc1cc(CNc2ccc3[nH]c(=O)[nH]c3c2)cc(Cl)c1OCc1ccc(F)cc1	104	-0.7
COCCCn1c(C)nnc1SCc1ccc(C(C)(C)C)cc1	106	1.5
Cc1cccc(C)c1-n1ncc(C(=O)NCCN2CCN(C)CC2)c1C1CCN(C(=O)OC(C)(C)C)CC1	113	1.3
CCOC(=O)CN1C(=O)S/C(=C/c2ccc3c(c2)n(C)c(=O)n3C)C1=O	102	0.2
c1ccc(C2=NCCCN2)cc1	105	0.5
CC1(C)Oc2ccc3ccc(=O)oc3c2C/C1=N/O	101	0.2

All compounds of this part, from the first entry:
SMILES	Polio RdRp inh	Polio RdRp inh FP z-score
Clc1ccc(-c2noc3ncnc(NC4CC4)c23)cc1	102	0.8
O=C(OCc1ccccc1)c1cccc(-c2nnc(-c3ccccc3)o2)c1	99	-0.1
CCOc1ccc(CCN=C(CC)C2=C(O)CCCC2=O)cc1OCC	113	1.6
CCOC(=O)C1CCN(C(=O)c2ccccc2NC(=O)c2nsc3ccccc23)CC1	103	-1
COc1ccc(CNS(=O)(=O)c2ccc(-c3cc(C)no3)cc2)cc1	104	1
N#CC1=C(N)OC2=C(C(=O)CCC2)C1c1cccnc1 (stereo not drawn)	101	0.4
O=C(c1ccco1)N1CCCSC1=Nc1ccccc1	102	-0.6
O=C(CSc1nc2ccccc2o1)NCCc1ccccc1	103	0.6
Cc1cc(C)c(NS(=O)(=O)c2ccc(-c3cnc(C4CC4)o3)cc2)c(C)c1	101	-1.3
CCOc1ccc(CCNC(=O)CCc2c(C)nc3cc(-c4ccccc4OC)nn3c2C)cc1	112	1.3
COc1cc(CNc2ccc3[nH]c(=O)[nH]c3c2)cc(Cl)c1OCc1ccc(F)cc1	104	-0.7
COCCCn1c(C)nnc1SCc1ccc(C(C)(C)C)cc1	106	1.5
Cc1cccc(C)c1-n1ncc(C(=O)NCCN2CCN(C)CC2)c1C1CCN(C(=O)OC(C)(C)C)CC1	113	1.3
CCOC(=O)CN1C(=O)S/C(=C/c2ccc3c(c2)n(C)c(=O)n3C)C1=O	102	0.2
c1ccc(C2=NCCCN2)cc1	105	0.5
CC1(C)Oc2ccc3ccc(=O)oc3c2C/C1=N/O	101	0.2
COc1ccc(CCNC(=O)c2c(C)oc3ncn(C)c(=O)c23)c(OC)c1	112	0.6
Nc1ccc2c3c(cccc13)C(=O)NC2=O	86&67	-5.6&-8.4
CCOc1ccc2c(c1)c(=O)c1cccnc1n2Cc1cccc(OC)c1	103	0.2
CCOC(=O)C1(CCSC)NC(c2cccs2)C2C(=O)N(CC)C(=O)C21 (stereo not drawn)	102	0.3
O=N/C(C(=O)c1ccccc1)=C(\O)c1ccccc1	103	-0.2
O=C(Oc1ccc(F)cc1)/C(=C\c1cccs1)c1ccsc1	109	0.9
CN(C)c1ccc(-n2cccc2/C=N/n2cnnc2)cc1	104	0.6
CSc1ccc(CCNC(=O)CCc2c(C)nc3c(c(C)nn3-c3ccc(C)c(C)c3)c2C)cc1	107	-0.1
CNS(=O)(=O)c1cn(CC(=O)N2CCN(c3ccc(C(C)=O)cc3)CC2)cc1S(=O)(=O)NC	100	-1
Cc1ccc(CNC(=O)CN(C)S(=O)(=O)c2ccc3c(c2)c(=O)n(C)c(=O)n3C)cc1	100	-0.4
COc1ccc2[nH]c(=O)c(CN(CCCN3CCOCC3)C(=O)NCc3ccccc3)cc2c1	102	0.2
Cc1sc2nc(-c3cccs3)oc(=O)c2c1C	110	1.1
O=C(CSc1nccn1C1CCCC1)Nc1ccccc1	103	0.1
CCOC(=O)c1sc2ccccc2c1S(=O)(=O)NCc1ccc(F)cc1	105	-0.2
CC(C)CCN1CCC(CNS(=O)(=O)c2ccc(-c3cc(C(F)(F)F)no3)s2)CC1	103	1.2
S=C(SN1CCOCC1)N1CCOCC1	77*	-3*
Cn1nccc1C(=O)OCC(=O)Nc1ccccc1Cl	102	0
COC(=O)c1ccc(COC(=O)/C=C/c2cccs2)o1	103	-0.1
COc1cc(OC)c(NC(=O)c2sc3nc4n(c(=O)c3c2C)CCCC4)cc1Cl	107	0.1
N#CCSc1ccc2nnc(-c3ccncc3)n2n1	103	0.7
Cc1oc(-c2ccccc2)nc1C(=O)OCc1nc2ccccc2c(=O)n1CC#N	113	1.1
O=C(O)c1cccc(S(=O)(=O)/N=C2/C=C(NS(=O)(=O)c3ccccc3)C(=O)c3ccccc32)c1	96	-1.4
Cc1c(C)c(C)c(C(O)c2ccccc2)c(C)c1C (stereo not drawn)	102	-0.1
FC(F)(F)c1cc(-c2cccs2)nc(-n2cc(Br)cn2)n1	104	0.5
CC(C)NC(=O)c1cc(C(C)C)on1	101	-0.3
O=C(O)CNC(=O)CC1S\C(=N/N=C/C=C/c2ccccc2)N(Cc2ccco2)C1=O (stereo not drawn)	105	0.3
COc1ccc(NS(=O)(=O)c2cc(C(=O)N3CCN(C(C)=O)CC3)ccc2Cl)cc1	104	0.2
CCOC(=O)c1oc2ccc(S(=O)(=O)n3nc(-c4ccc(Br)cc4)cc3N)cc2c1C	107	0.4
Cc1nc(Cc2nnc(SC/C(O)=C(\C#N)c3nc4ccccc4[nH]3)o2)cs1	115	2.1
CC1CC(C)CN(S(=O)(=O)c2ccc(Cl)c(C(=O)O)c2)C1 (stereo not drawn)	102	0.1
CCCn1c(SC(C(=O)NC(=O)NC)c2ccccc2)n[nH]c1=O (stereo not drawn)	100	0.1
CCOC(=O)c1c(C)[nH]c(C)c1S(=O)(=O)NCC(=O)Nc1ccc(C)c(N(C)C)c1	109	0.2
O=C(COc1ccccc1Cl)N(Cc1ccco1)Cc1ccccc1F	102	0.1
Cc1ccc(NC(=O)CCSc2nnc(C)o2)cc1	102	0.3
CC1(C)CC(=O)C2=C(C1)Nc1ccc3ccccc3c1C2c1cccnc1 (stereo not drawn)	101	-0.2
CC(OC(=O)c1cccn1C)C(=O)Nc1ccc(Cl)cc1 (stereo not drawn)	113	1.5
CN(C)c1ccc(/C=C2/C(=O)NC(=O)N(C(C)(C)C)C2=O)cc1	59	-8.3
C[C@]12CC[C@H]3[C@@H](CC[C@]4(O)C[C@@H](O)CC[C@]34C=O)[C@@]1(O)CC[C@@H]2C1=CC(=O)OC1	101	0.1
CC1CCN(C(=O)Cn2cc(SCC(=O)Nc3ccccc3)c3ccccc32)CC1	118	0.3
O=C(CCc1nc2ccccc2s1)NC1CCCc2ccccc21 (stereo not drawn)	100	-0.7
COc1ccccc1NC(=O)C1=C(C)Nc2c(C(=O)Nc3ccc(C)cc3)cnn2C1c1cccc(OC)c1OC (stereo not drawn)	104	0
Cc1csc2nc(-c3cccc(NC(=O)C(C)C)c3)cn12	108	0.1
Cc1ccc(S(=O)(=O)N2Cc3ccccc3CC2C(=O)NCCC(C)C)cc1 (stereo not drawn)	100	-0.5
CCN(C(=O)c1sc2nc3n(c(=O)c2c1C)CCCC3)c1ccccc1	100	-1.2
Following part
SMILES	Polio RdRp inh	Polio RdRp inh FP z-score
COc1ccc(C2(C(=O)NC(C)C)CCOCC2)cc1	106	1.9
Cc1ccc(S(=O)(=O)NC(C)C(c2cccs2)N2CCN(C)CC2)cc1 (stereo not drawn)	100	-0.4
Cc1ccc(NC(=O)CSc2nc3ncccc3[nH]2)cc1	104	0.6
CC(C)Cn1c(=O)c2ccccc2n2c(CCC(=O)Nc3cccc(Cl)c3)nnc12	110	2
O=C(NCCc1ccccc1Cl)c1cc2ccccn2n1	104	-0.6
c1ccc(NCc2nnc3n2CCCCC3)cc1	102	0.1
CSc1ccc(C(=O)Nc2ccc(-c3nc4ccccc4s3)c(O)c2)cc1	109	0.4
Cc1ccc(-n2nc(CC#N)c(C#N)c2N)cc1	113	1.1
O=C(COC(=O)c1ccc(S(=O)(=O)N2CCCC2)cc1)NCc1ccccc1	104	0.2
CC(C)(C)OC(=O)N1CCCN(S(=O)(=O)c2ccc(-n3cccn3)cc2)CC1	104	0.4
CCc1ccc(NC(=O)C(C)OC(=O)c2cccc(N(C)C)c2)cc1 (stereo not drawn)	104	0.8
Cc1cc(CSc2ccccc2C(=O)O)on1	99	-0.2
CCN1C(=O)CCC1(C)C(=O)NC1CCCC1 (stereo not drawn)	103	0.3
Nc1cccc(F)c1-c1ncon1	101	-0.2
Cc1cc(-c2ccccc2)nc2cc(C(=O)Nc3ccc(Cl)c(Cl)c3)nn12	106	0.4
CC(C)N1CC(C(=O)Nc2ccc(Cl)c(Cl)c2)CC1=O (stereo not drawn)	101	-0.5
COC(=O)c1cnn2c(C)c(Cc3c(C)cc(C)cc3C)c(C)nc12	113	0.9
O=c1cc(O)c2sc3nc4c(c(C(F)(F)F)c3c2[nH]1)CCCCC4	102	0.1
CCOC(=O)C1=C(C)NC(C)=C(C(=O)OCC)C1C(=O)OCc1cc(=O)oc2cc(O)ccc12	104	0
CCc1nc2c(c(=O)[nH]1)C1(CCCCC1)Cc1ccccc1-2	101	-0.3
COc1ccc(-c2nc(NC(=O)c3cccc(-n4cnnn4)c3)sc2C)cc1	101	-0.2
CC1(C)Cc2ccccc2C2=NNC(=O)C2=N1	84*	-7*
NC1=NNC2=C(c3ccccc3C(F)(F)F)NNN12	101	0
N#CC(Cc1cccnc1)C(=O)Nc1ccccc1 (stereo not drawn)	103	0.4
COc1ccccc1C(=O)Nc1cccc(OCc2cc(=O)n3c4c(sc3n2)CCCC4)c1	99	-1.6
Cc1oc(-c2cccc(Cl)c2)nc1CSc1nc2c(c(=O)[nH]1)CCCC2	101	-0.6
COc1cccc(N2CCN(C(=O)C3CCCN(S(=O)(=O)c4cccc5nsnc45)C3)CC2)c1 (stereo not drawn)	108	0.3
Cc1c(Cl)cccc1-n1ncc(C(=O)N2CCc3ccccc3C2)c1C1CCN(C(=O)OC(C)(C)C)CC1	113	1.4
COc1ccc(NC(=O)CCCN2C(=O)C(c3ccccc3)Oc3cccnc32)cc1OC (stereo not drawn)	101	-1.1
CCCOc1ccc(C(=O)Nc2sc3c(c2C(=O)OCC)CCCCC3)cc1	106	0.5
COc1ccc(C2(C(=O)N3CCC(n4nc(-c5ccccc5)oc4=O)CC3)CC2)cc1	101	-0.5
c1ccc(-c2nn3c(-c4ccccc4)nnc3c3ccccc23)cc1	102	0.2
CC(=O)Nc1ccc(C(=O)N2CC(C)OC(C)C2)cc1 (stereo not drawn)	103	0.6
COc1ccc(-c2cc(-c3ccccc3)c(C#N)c(SCC(O)CS(=O)(=O)Cc3ccc(Cl)cc3)n2)cc1 (stereo not drawn)	105	0.2
CCS(=O)(=O)c1ccc(O)c(NC(=O)COc2ccc(Cl)c(C)c2)c1	100	-0.3
COc1ccc(Cl)cc1Nc1cc(C)nc2nc(-c3ccccc3C)nn12	108	0.5
O=C(CSc1cccc[n+]1[O-])Nc1ccc(F)c(F)c1	101	-0.3
O=C(CS(=O)(=O)c1cccc2nsnc12)N1CCN(c2ccccc2)CC1	106	-0.3
CC1CCN(Cc2cc(Cl)c3cccnc3c2O)CC1	115	1.4
COc1ccccc1NCc1cccn1-c1nnc(N2CCOCC2)s1	100	-1.1
Cc1nn(-c2ccccc2)c2sc(C(=O)OCC(=O)Nc3ccccc3)cc12	102	0
O=c1c2ccccc2nc2n1CCO2	103	0.5
Cc1ccc(C2c3[nH]c4ccccc4c3CCN2C(=O)c2ccccc2Br)cc1 (stereo not drawn)	106	-0.3
Cc1c(C(=O)Nc2ccc(F)c(Cl)c2)sc2nc3n(c(=O)c12)CCC3	111	0.9
COc1cc(NC(=O)c2cnc3c(-c4ccc(F)cc4)c(C)nn3c2C)cc(OC)c1	105	0
CCOC(=O)Cc1csc(-c2ccccc2F)n1	103	0.5
Cc1oc2ncn(CC(C)C)c(=O)c2c1C(=O)N1CCN(c2cccc(C(F)(F)F)c2)CC1	115	1
FC(F)(F)c1cccc(OCc2ccc(-c3ncns3)cc2)c1	106	0.4
Cc1cc(C)cc(N2C(=O)N(Cc3cc(=O)n4ccccc4n3)c3ccccc3S2(=O)=O)c1	101	-1.3
O=C(NN1C(=O)c2ccccc2C1=O)C(O)c1ccccc1 (stereo not drawn)	98	-1.7
O=C(CSc1nc2ccccc2n1S(=O)(=O)c1ccc(Cl)cc1)NCCc1ccccc1	102	0.2
COc1ccc(-n2c(-c3ccco3)nc3c(cnn3-c3ccc(Cl)cc3)c2=O)cc1	103	-1.8
O=C(c1ccccc1)N1CCCSc2ccccc21	102	0.1
Cc1ccccc1NCC(=O)NN	108	0.4
Nc1c(C(=O)Nc2ccc(Br)cc2)sc2nc(-c3ccncc3)ccc12	116	1.8
COc1ccccc1NC(=O)CSC1=Nc2ccccc2C2=NC(CC(=O)NCc3ccccc3)C(=O)N12 (stereo not drawn)	98	-1.9
CCCCN(C)CCNC(=O)Cn1ncc2c([nH]c3ccccc32)c1=O	106	-0.1
O=C(CCNc1ccc(Cl)c(C(F)(F)F)c1)c1ccccc1	106	0.3
Cc1ccc(C(CCN)c2ccco2)cc1 (stereo not drawn)	101	0.1
N#CC(C#N)=Cc1ccc(N2CCCC2)cc1	76	-4.9
Cc1ccsc1/C=N/n1cnc2sc(C)c(C)c2c1=O	112	0.6
N/N=C1\CCCc2c1[nH]c1ccc(F)cc21	99	-0.5
CCC(=O)c1ccc(OCC(=O)NC2CCCC2)cc1	97	-1
